# Bioassay records from PubChem BioAssay.
# H9c2 TAG inh: triacylglycerol accumulation inhibition. H9c2 cells, Nile Red lipid (TAG) fluorescence; cells loaded with 200 µM oleic acid. inhibition, % at 12.5 µM. 230,000 compounds, 0.66% hits;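 active = pattern-corrected inhibition of lipid staining of at least 50% with the nuclear-stain viability signal not falling by more than 50%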;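 note: 0% = DMSO wells and 100% = triacsin C control wells; some results filed as inactive read as strong as hits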
# H9c2 TAG inh DAPI viability: also measured in H9c2 TAG inh; calls as there; DAPI nuclei signal change (viability), lower = more cytotoxic, %;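 whole-well DAPI fluorescence read on a plate reader as a viability signal; minus 50 percent equals half of cells still viable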
# An asterisk follows results filed as active. The list is partial; count on the stated rates, not on these rows.
SMILES,H9c2 TAG inh,H9c2 TAG inh DAPI viability
C[C@H](CO)N1C[C@H](C)[C@@H](CN(C)C)OCc2cnnn2CCCC1=O,4,5
Cc1ccc(C(=O)NS(=O)(=O)c2ccc(N=NN(C)C)cc2)cc1,-5,-6
O=C(NC(c1ccccc1)c1cnccn1)C1CCN(CCCOc2ccccc2)CC1 (configuration not stated),12,7
O=C1CCC(=O)N1c1ccc(NCCc2ccccc2F)c([N+](=O)[O-])c1,-5,10
O=C(CCCOc1ccccc1)N1CCCCC1,-35,1
CC1(C)Oc2ccc3ccc(=O)oc3c2/C(=C/Nc2ccccc2)C1=O,3,-1
CC(C)NC(=O)N(C)C[C@@H]1OCc2cn(nn2)CCCC(=O)N([C@H](C)CO)C[C@H]1C,8,5
CN(C)S(=O)(=O)c1ccc(C(=O)Nc2nc(-c3cccs3)cs2)cc1,-6,8
OC(c1ccccc1)c1ncc(-c2ccc(Cl)cc2)[nH]1 (configuration not stated),-9,-7
CC1=Nn2c(nnc2-c2cc(C)[nH]n2)SC1,10,-10
CCCCn1c(N)c(N(CC(C)C)C(=O)CN2C(=O)NC3(CCC(C(C)(C)CC)CC3)C2=O)c(=O)[nH]c1=O (configuration not stated),0,4
COc1ccc(CN(C)CC2CCCN(CCc3ccccc3C)C2)cc1O (configuration not stated),2,13
Cc1nnc(NC(=O)CSc2nnc(Cc3ccccc3)n2Cc2ccccc2)s1,8,-7
CCOc1ccc(C(=O)CSc2nnc(C3CC3)n2C)cc1,-48,8
O=C(Cc1cccc(NC(=O)C2CCCN(C(=O)C3CCCC3)C2)c1)Nc1cccc(C(=O)N2CCOCC2)c1 (configuration not stated),23,-1
C(C#CCN1CCOCC1)#CCN1CCOCC1,1,10
Cc1ccc(C)c(C(C)NC(=O)c2ccncc2)c1 (configuration not stated),-7,-2
COc1ccc2oc(C(=O)N3CCN(S(=O)(=O)c4c(C)c(C)cc(C)c4C)CC3)c(C)c2c1,-21,4
CCOC(=O)Cn1c(=O)oc2cc(S(=O)(=O)NC(C)c3ccccc3)ccc21 (configuration not stated),-4,-1
O=C(NCCCNC(=O)c1cccs1)c1cccs1,-7,13
CCCS(=O)(=O)NC(=O)C1(C)CCCN(C(=O)c2c(F)ccc(C)c2F)C1 (configuration not stated),2,8
CN1C(=O)CCC2(c3ccccc3)CC=C(O)C=C12 (configuration not stated),6,1
Clc1cccc(CNCCCSc2ncccn2)c1Cl,-7,6
COCCOCCn1c(/C=C/c2ccccc2)nc2ccccc21,3,25
COc1ccccc1/C=C/c1onc(C)c1S(=O)(=O)N1CCC(C(=O)NC(C)C)CC1,9,-11

# (continued)
SMILES,H9c2 TAG inh,H9c2 TAG inh DAPI viability
COc1cccc(-c2csc(N3CCN(CC(=O)NNC(=O)c4ccco4)CC3)n2)c1,-6,15
COc1cccc(CN(c2ccccc2C(=O)O)S(=O)(=O)c2ccc(C)cc2)c1,-4,12
Cc1ccc(NC(=O)CN(C)C(=O)COC(=O)COc2ccc(C#N)cc2)cc1,-9,-1
CN(C(=O)c1ccc(NC(=O)c2ccco2)cc1)c1ccccc1,1,6
Cc1ccc(NC(=O)CSc2nnc(NC(=O)c3ccco3)s2)cc1,-2,13
COc1ccc(S(=O)(=O)N2CCOCC2)cc1NS(=O)(=O)c1ccc(F)c(F)c1,-9,0
CCN(CC)C(=O)C1=C(C)N(Cc2ccc(C(C)(C)C)cc2)C(=O)C(CC(=O)NCc2cccs2)C1 (configuration not stated),20,-11
CCCC1(C(=O)OCC)NC(c2ccc(N(C)C)cc2)C2C(=O)N(c3ccc(F)cc3)C(=O)C21 (configuration not stated),2,-6
CCOC(=O)C1CCCN(C(=O)c2cc3ncc(Br)cn3n2)C1 (configuration not stated),-8,8
Cc1ccc(N(CC(=O)N2CCCCCC2)S(C)(=O)=O)cc1,0,2
CC(C)OC(=O)C(NC(=O)c1ccccc1)=C1CCCCC1,-1,1
CC1(C)CC(=O)C2=C(C1)Nc1ccccc1NC2c1ccccn1 (configuration not stated),9,-3
CN(C)NC(=O)c1csnc1-c1c(Cl)cccc1Cl,-3,-5
O=C(Cc1cccs1)Nc1cccc(-c2ccc3nncn3n2)c1,4,3
O=C(NCCc1nnc2ccc(N3CCCCCC3)nn12)c1ccccc1F,12,4
C=CCn1c(SCC(=O)NC2CC2)nc2sc(CC)cc2c1=O,0,-11
CN(Cc1ccno1)C(=O)CC1C(=O)NCCN1CC(c1ccccc1)c1ccccc1 (configuration not stated),-5,5
CCCN(CC(=O)NC(=O)NC1CCCCC1)CC(=O)Nc1cc(Cl)ccc1Cl,-20,-5
Cc1ccc(C(=O)NCC(=O)NC2CCC(C)CC2)s1 (configuration not stated),0,-8
COc1ccc(C(CCNC(C)c2ccccc2)c2ccc(F)cc2)cc1 (configuration not stated),42,18
COCCn1c(SCC(=O)c2cc(C)n(C)c2C)nc2ccccc2c1=O,-18,-1
COc1ccc(/C=C2\SC(=S)N(CCC(=O)N3CCOCC3)C2=O)cc1,1,-3
COc1ccc(CNC(=O)COC(=O)c2ccc(C(=O)c3ccccc3)cc2)cc1,-4,-4
Cc1ccc(S(=O)(=O)NC(=O)c2ccccc2)cc1C(C)C,6,-5
CC(=O)N1CCc2cc(NS(=O)(=O)c3cccs3)ccc21,-5,-7

# Part of the list above, reformatted.
Structure | H9c2 TAG inh | H9c2 TAG inh DAPI viability
CCN(CC)C(=O)C1=C(C)N(Cc2ccc(C(C)(C)C)cc2)C(=O)C(CC(=O)NCc2cccs2)C1 (configuration not stated) | 20 | -11
CCCC1(C(=O)OCC)NC(c2ccc(N(C)C)cc2)C2C(=O)N(c3ccc(F)cc3)C(=O)C21 (configuration not stated) | 2 | -6
CCOC(=O)C1CCCN(C(=O)c2cc3ncc(Br)cn3n2)C1 (configuration not stated) | -8 | 8
Cc1ccc(N(CC(=O)N2CCCCCC2)S(C)(=O)=O)cc1 | 0 | 2
CC(C)OC(=O)C(NC(=O)c1ccccc1)=C1CCCCC1 | -1 | 1
CC1(C)CC(=O)C2=C(C1)Nc1ccccc1NC2c1ccccn1 (configuration not stated) | 9 | -3
CN(C)NC(=O)c1csnc1-c1c(Cl)cccc1Cl | -3 | -5
O=C(Cc1cccs1)Nc1cccc(-c2ccc3nncn3n2)c1 | 4 | 3
O=C(NCCc1nnc2ccc(N3CCCCCC3)nn12)c1ccccc1F | 12 | 4
C=CCn1c(SCC(=O)NC2CC2)nc2sc(CC)cc2c1=O | 0 | -11
CN(Cc1ccno1)C(=O)CC1C(=O)NCCN1CC(c1ccccc1)c1ccccc1 (configuration not stated) | -5 | 5
CCCN(CC(=O)NC(=O)NC1CCCCC1)CC(=O)Nc1cc(Cl)ccc1Cl | -20 | -5
Cc1ccc(C(=O)NCC(=O)NC2CCC(C)CC2)s1 (configuration not stated) | 0 | -8
COc1ccc(C(CCNC(C)c2ccccc2)c2ccc(F)cc2)cc1 (configuration not stated) | 42 | 18
COCCn1c(SCC(=O)c2cc(C)n(C)c2C)nc2ccccc2c1=O | -18 | -1
COc1ccc(/C=C2\SC(=S)N(CCC(=O)N3CCOCC3)C2=O)cc1 | 1 | -3
COc1ccc(CNC(=O)COC(=O)c2ccc(C(=O)c3ccccc3)cc2)cc1 | -4 | -4
Cc1ccc(S(=O)(=O)NC(=O)c2ccccc2)cc1C(C)C | 6 | -5
CC(=O)N1CCc2cc(NS(=O)(=O)c3cccs3)ccc21 | -5 | -7

# New compounds follow.
SMILES,H9c2 TAG inh,H9c2 TAG inh DAPI viability
CCOC(=O)c1c(C)[nH]c(C)c1C(=O)COC(=O)[C@@H](NC(=O)c1ccco1)C(C)C,7,3
COc1ccc(CN(Cc2ccc(C(=O)O)cc2)C(=S)Nc2ccccc2F)cc1OC,2,-2
Nc1[nH][nH]c(=O)c1N=Nc1cccc(Cl)c1,-2,3
CN(Cc1ccc(-n2cccn2)cc1)C(=O)c1cnn2c1NC(c1ccco1)CC2C(F)(F)F (configuration not stated),-14,-1
CCCc1nc2oc3ccccc3c(=O)c2c(=O)n1CCCOC,-11,2
CCOC(=O)C1CCN(Cc2cccc(Oc3ccccc3)c2)CC1,-12,11
Cc1cc(C)c2oc(C(=O)N(Cc3cccs3)C3CCS(=O)(=O)C3)cc(=O)c2c1 (configuration not stated),1,-2
C[C@@H]1CN([C@H](C)CO)C(=O)Cc2cc(NC(=O)Cn3cnnn3)ccc2O[C@@H]1CN(C)Cc1ccc(Cl)c(Cl)c1,11,-3
CCOC(=O)C1CCCN(C(=O)c2cc(=O)c3ccccc3o2)C1 (configuration not stated),-19,7
CC1(C(=O)NS(=O)(=O)c2ccccc2Cl)CCN1C(=O)CCC1CCCC1 (configuration not stated),3,-9
CC(=O)Nc1ccc(C(=O)N/N=C/c2ccccc2OCc2ccccc2)cc1,-13,-8
CCN(CC)c1ccc(NC(=O)c2cccc(OC)c2)c(C)c1,2,-2
Cc1ccnc(NC(=O)c2cccc(S(=O)(=O)N3CCOCC3)c2)c1,-10,1
CC(OC(=O)CC(C)c1ccccc1)C(=O)Nc1ccc(Cl)cn1 (configuration not stated),-16,3
O=C(Nc1ccccc1C(=O)N1CCOCC1)c1ccc(CSc2ccccc2)cc1,-19,2
CCOc1cc(/C=N/N=C(\N)c2nonc2N)cc(Br)c1OCc1cccc2ccccc12,39,-22
Cc1c2cccn2cc[n+]1C,7,-11
COc1cc(SC)ccc1C(=O)OCC(=O)NC1CCCCC1,9,-11
C[C@H](NC(=O)c1ccccc1)C(=O)OCC(=O)Nc1ccc2c(c1)OCO2,4,-2
Oc1ccc(/C(Cc2ccc3ccccc3n2)=N\Nc2ccccc2)c(O)c1,4,-15
CCN1CCC(=NNC(=O)CC23CC4CC(CC(C4)C2)C3)CC1,19,-7
O=C(CN1C2CCCC1CC(NC(=O)c1ccccc1)C2)Nc1nccs1 (configuration not stated),5,12
CCN(CC(=O)NCc1cccs1)C(=O)c1ccc(S(=O)(=O)Nc2ccccc2)cc1,25,2
Cc1csc(=O)n1CCC(=O)OCc1nnc(-c2ccc(Cl)cc2)o1,-1,0
Cc1cc2occ(CC(=O)Nc3nnc(C4CC4)s3)c2cc1C,-1,-5

# The results go on.
SMILES,H9c2 TAG inh,H9c2 TAG inh DAPI viability
Cc1ccc(CNC(=O)CSCC(=O)O)cc1,-35,3
CC(SCc1ccccc1)C(=O)N/N=C/c1cc2c(cc1Br)OCO2 (configuration not stated),-16,1
O=C(NCCN1CCOCC1)c1ccc2c(c1)N(Cc1ccccc1)CCS2,-25,64
Cc1nc(S(=O)(=O)N(C)Cc2ccccc2)c(C#N)c(C)c1Cl,-47,-7
COc1ccccc1N/C=C/c1onc(C)c1[N+](=O)[O-],-5,0
CC1(C)CC(=O)C2=C(C1)N(N1CCOCC1)C(N)=C(C#N)C2c1cccnc1 (configuration not stated),6,-2
CC(C)n1cnc2c(N(C)c3ccccc3)nc(N(CCN(C)C)Cc3ccccc3)nc21,52*,-33*
CC(C)N=C1NN=C(c2cccs2)CS1,21,-2
Cc1ccccc1C(=O)NNC(=O)c1ccc2nc[nH]c2c1,-6,2
CC1Cc2ccccc2N1C(=O)COc1nc2ccccc2nc1N1CCOCC1 (configuration not stated),-8,3
COc1ccc(-c2cnc3c(NC(C)=O)cc(-c4ccc(C(=O)NC5CC5)cc4)cn23)cc1OC,9,-1
COc1ccc(C(NC(=O)C2CCN(Cc3ccc(Oc4ccccc4)cc3)CC2)c2ccccn2)cc1 (configuration not stated),-5,21
NC(=O)c1ccc(NC(=O)C2COc3ccccc3O2)cc1 (configuration not stated),2,-1
CCOC(=O)C1CCN(C(=O)C2c3ccccc3C(=O)N(C)C2c2ccc(OC)cc2)CC1 (configuration not stated),-28,1
COc1ccccc1-c1cnc(C(O)c2ccc(C)c(F)c2)[nH]1 (configuration not stated),0,-9
CNC(=O)Nc1ccc2nc(C)oc2c1,-3,-3
Cc1ccc(C(=O)CC(C(=O)O)c2cn(CCC#N)c3ccccc23)cc1 (configuration not stated),5,3
Cc1[nH]n(-c2ccccc2)c(=O)c1/C=C1/C=c2ccccc2=N1,0,4
CCCCN1C(=O)N(C)C2NC(=O)NC21 (configuration not stated),-14,19
Cc1nn(CCCC(=O)Nc2cccnc2)c(C)c1[N+](=O)[O-],9,-10
O=C(COc1ccc(Br)cc1Cl)NC(=O)NC1CCCC1,8,5
Cc1cc(C)n2cc(CSc3nnnn3-c3ccc(Cl)cc3)nc2n1,11,-1
COc1cccc(NC(=O)COC(=O)c2ccccc2C(=O)N(C)c2ccccc2)c1,-3,1
O=C(NC1CCCC1)C(c1ccccc1)N(Cc1ccc2c(c1)OCO2)C(=O)Cc1cccs1 (configuration not stated),20,2
CCC(C(=O)NC(C)(C)C)N(Cc1ccco1)C(=O)Cn1nnc(-c2ccc(F)cc2)n1 (configuration not stated),1,-3

# Additional structures
SMILES,H9c2 TAG inh,H9c2 TAG inh DAPI viability
CCCCNC(=O)c1ccc2nc(CC)c(N(CC)CCOC)n2c1,-1,-11
CN(C)c1ccc(C(=S)N2CCN(C(=S)Nc3ccc(Cl)cc3)CC2)cc1,-23,0
CCOC(=O)c1cccc(NC(=O)C2CCCN(c3nnc(N4CCCC4=O)s3)C2)c1 (configuration not stated),2,7
COc1ccc(OC)c(S(=O)(=O)NCC(c2cccs2)N2CCc3ccccc3C2)c1 (configuration not stated),26,11
O=C(CCCN1C(=O)c2ccccc2C1=O)NCCCn1ccnc1,8,-6
COc1ccc(CN2CCN(Cc3ccco3)CC2)cc1OC,-17,4
O=C(NCCc1nc2ccccc2[nH]1)/C(=C/c1ccco1)NC(=O)c1ccc(Br)o1,-9,12
O=C(CCC1CCCN(Cc2cccc3c2OCO3)C1)NCc1ccc(F)c(F)c1 (configuration not stated),8,1
Cc1ccccc1C(=O)NCC(=O)N1CCN(c2ccccn2)CC1,-14,-8

# As entered above:
# H9c2 TAG inh DAPI viability result of O=C(CCC1CCCN(Cc2cccc3c2OCO3)C1)NCc1ccc(F)c(F)c1 (configuration not stated) : 1
# H9c2 TAG inh DAPI viability result of O=C(NCCc1nc2ccccc2[nH]1)/C(=C/c1ccco1)NC(=O)c1ccc(Br)o1 : 12
